Source: PubChem BioAssay (National Center for Advancing Translational Sciences (NCATS))
Tau FP inhib – tau fibrillization inhibition (FP) | P10636 | K18 P301L tau heparin fibrillization, Alexa594 FP, 6 h | Potency, µM (titrated, usually from 57.7 µM), for the others: at the top dose activity, negative = inhibition, usual class: inhibitors | actives 0.39% (n = 280,000); also: % is scaled to controls: 0 for no effect and ±100 for the full control effect; nearly all actives have a fitted effect of over 55% in size
Target sequence (P10636 561-689 P618L limits assumed): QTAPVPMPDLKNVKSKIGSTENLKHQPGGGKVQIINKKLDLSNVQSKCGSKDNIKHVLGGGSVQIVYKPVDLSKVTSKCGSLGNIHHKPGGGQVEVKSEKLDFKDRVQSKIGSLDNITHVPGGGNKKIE
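FP of Alexa 594-tau after heparin (20 uM) induction. Substrate: human K18 P301L, 15 uM unlabeled, 0.24 uM labeled. Buffer 100 mM sodium acetate pH 7. 6 hr, 37 C.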
HttQ103 aggreg – reduces HttQ103-GFP aggregates in PC12 cells; actives 1.1% (n = 220,000); PC12 HttQ103-GFP aggregates, Acumen cytometry, 40 h; AID 1688; Potency, µM (titrated, usually from 46.1 µM), without a hit: at the highest dose activity change, negative = inhibition, usual class: inhibitors; also: % is scaled to controls: 0 for no effect and ±100 for the full control effect; nearly all actives have a fitted effect of over 60% in size
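Inducible Q103 Huntingtin exon 1–GFP PC12 line, 1500 cells/well in phenol red free DMEM with 5% equine and 5% calf serum. Tebufenozide 100 nM induced expression; compounds titrated; aggregates quantified by cytometry.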
Tau fibril ThT – inhibitors of human tau fibril formation, thioflavin T binding; P10636; recombinant tau K18 P301L, heparin-induced fibrillization, ThT fluorescence; actives 2.1% (n = 270,000); Potency, µM (doses to about 57.4 µM), for the others: at the top dose activity, negative = inhibition, usual class: inhibitors; also: % is scaled to controls: 0 for no effect and ±100 for the full control effect; nearly all actives have a fitted effect of over 55% in size
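In this qHTS, human K18 P301L tau is incubated with compound and heparin for 6 hr at 37 C, and Thioflavin T fluorescence then reports fibril load.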
Tau fluor counter – counter-screen for tau fibril formation inhibitors; tau K18 P301L Alexa594 fluorescence, heparin fibrillization; Potency, µM (series often up to 57.7 µM), without a hit: at the highest dose activity change, negative = decrease; actives 0.93% (n = 280,000); AID 1463; also: % is scaled to controls: 0 for no effect and ±100 for the full control effect; nearly all actives have a fitted effect of over 55% in size
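Human tau K18 P301L (15 uM unlabeled, 0.24 uM Alexa 594-labeled) in 100 mM sodium acetate pH 7 with 20 uM heparin, 6 hr at 37 C. ThT 30 uM added, 1 hr ambient; Alexa 594 FP and total fluorescence read at 555/632 nm.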
ALDH1A1 block – blocks purified human ALDH1A1 activity; Purified ALDH1A1, NADH fluorescence, propionaldehyde substrate; Potency, µM (doses to about 75.3 µM), without a hit: top-dose activity, negative = inhibition, actives largely listed as inhibitors; actives 7.3% (n = 220,000); AID 1030; active = well fitted inhibition curve with a large enough effect, not every such curve was filed as active; inconclusive = small, poorly fitted or top-dose-only effect, or another doubt; inactive = no such curve, though single readings can be large or run the other way;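 also: plate controls were no enzyme wells and a reference inhibitor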
Target sequence (P00352 whole entry, looked up): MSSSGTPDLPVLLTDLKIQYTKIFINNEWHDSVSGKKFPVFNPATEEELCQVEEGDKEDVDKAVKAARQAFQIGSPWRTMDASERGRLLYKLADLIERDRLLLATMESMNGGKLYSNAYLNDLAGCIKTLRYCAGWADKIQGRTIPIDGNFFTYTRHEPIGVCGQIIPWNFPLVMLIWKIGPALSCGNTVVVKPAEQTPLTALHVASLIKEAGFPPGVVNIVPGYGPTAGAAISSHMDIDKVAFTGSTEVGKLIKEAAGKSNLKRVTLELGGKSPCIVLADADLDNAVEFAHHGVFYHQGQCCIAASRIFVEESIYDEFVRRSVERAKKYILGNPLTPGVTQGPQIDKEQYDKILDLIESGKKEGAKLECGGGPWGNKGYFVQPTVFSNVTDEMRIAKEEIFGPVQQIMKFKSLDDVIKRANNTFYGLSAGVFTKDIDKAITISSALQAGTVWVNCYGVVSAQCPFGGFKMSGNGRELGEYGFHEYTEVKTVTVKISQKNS
HTT cytoprotect – cytoprotection in Huntington HTT-Q103 PC12 cell model; PC12 HTT-Q103 induced, cytoprotection, ATP luminescence, 40 h; Potency, µM (top dose mostly 56.4 µM), inactives show cytoprotection (ATP increase), usual class: activators; actives 0.14% (n = 230,000); AID 1471;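 also: % of control where 0% means no effect; nearly all actives have a fitted effect of over 45% in size; toxic huntingtin expression switched on by the ecdysone agonist tebufenozide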
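Cells were plated at 1500 per well in phenol red-free DMEM with 5% equine and 5% calf serum. Tebufenozide (100 nM final) and compounds were added, then ATPlite reagent, and luminescence was read.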
KDM4E inh – JMJD2E (human) inhibition | AID 2147 | B2RXH2 | actives 1.6% (n = 230,000) | JMJD2E catalytic domain, FDH-coupled NADH fluorescence (FDH is formaldehyde dehydrogenase) | Potency, µM (series often up to 57.1 µM), for the others: at the highest dose activity change, negative = inhibition, most hits filed as inhibitors; active = well fitted inhibition curve with a large enough effect, not every such curve was filed as active; inconclusive = small, poorly fitted or top-dose-only effect, or another doubt; inactive = no such curve, though single readings can be large or run the other way;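 also: 0% = wells with enzyme and -100% = buffer wells without enzyme; nearly all actives have a fitted effect of over 50% in size; many of its hits are not listed in these tables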
Target sequence (B2RXH2 1-337 limits assumed): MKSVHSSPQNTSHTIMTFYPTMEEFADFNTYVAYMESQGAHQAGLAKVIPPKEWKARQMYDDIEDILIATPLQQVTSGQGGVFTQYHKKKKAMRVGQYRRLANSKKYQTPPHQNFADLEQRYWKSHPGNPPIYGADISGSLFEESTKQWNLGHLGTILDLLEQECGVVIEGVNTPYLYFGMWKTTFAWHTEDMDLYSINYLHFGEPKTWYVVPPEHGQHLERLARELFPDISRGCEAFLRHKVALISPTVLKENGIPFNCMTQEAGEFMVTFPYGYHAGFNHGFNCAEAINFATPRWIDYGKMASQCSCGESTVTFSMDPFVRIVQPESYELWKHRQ
SMN2 splice enh – SMN2 splice variant enhancement; HEK293 SMN2-luciferase splicing reporter, luminescence, 30-36 h; Potency, µM (doses to about 46.1 µM), without a hit: at the highest dose activity change, positive = activation, actives largely listed as activators; actives 2.8% (n = 210,000); AID 1458; also: % of control where 0% means no effect; nearly all actives have a fitted effect of over 55% in size
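HEK293 cells carry an SMN2 […]–luciferase reporter in which exon 7 inclusion puts luciferase in frame. Cells were plated 10-12 h before compound addition, then incubated 30-36 h at 37C. ONE-Glo luminescence was read; sodium butyrate at 4.5 mM final served as control.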
Active calls of the source: *; ? = inconclusive; . = no result given; [ ] = remark or other dose. Unless noted, calls follow the shape of the dose curve; as a rule, active = well fitted curve in the direction sought with a large enough effect; inconclusive = small, poorly fitted or top-dose-only effect, or another doubt; inactive = no such curve, though single readings can be large; an effect the other way counts as inactive or inconclusive. Potency is read from the fitted curve at half-maximal effect.

SMILES | Tau FP inhib | HttQ103 aggreg | Tau fibril ThT | Tau fluor counter | ALDH1A1 block | HTT cytoprotect | KDM4E inh | SMN2 splice enh
CCOC(=O)C(C)NC(=O)Cn1ncc2c(=O)oc3ccc(C)cc3c21 (stereo unspecified) | -0.1% | 3.5%[9.22 µM] | . | -4.0% | . | 5.8%[10 µM] | 12.0% | .
Cn1c(-c2ccc(F)cc2)cnc1SCC(=O)Nc1ccccc1 | 9.8% | 9.6%[9.22 µM] | -6.1% | -5.3% | 2.0% | 14.9%[10 µM] | -2.2% | -0.4%
O=S(=O)(O/N=C1\CCCc2ccccc21)c1ccccc1 | -6.3% | 1.8% | -8.6% | -8.4% | -19.9% | -3.2% | -6.6% | -22.4%
O=C(CSc1nc2ccccc2c(=O)n1NC(=O)c1ccccc1)c1ccccc1 | -14.4% | -0.2% | -4.4% | -29.8% | -10.6% | -64.4%[inhibitor] | -2.7% | ?
Clc1cc(Br)ccc1OCCn1ccnc1 | -3.4% | 3.2% | -13.2% | -10.6% | ? | -4.1%[10 µM] | ? | -0.9%
COc1ccccc1N1CCN(C(=O)CSc2nc(N)cc(=O)[nH]2)CC1 | 5.6% | 8.4% | -16.9% | -11.6% | -4.2% | -8.5% | -6.7% | 14.5%
NCC(O)COCCC12CC3CC(CC(C3)C1)C2 (stereo unspecified) | -8.8% | 2.1% | -6.0% | -5.9% | ? | -13.8% | -7.7% | .
Clc1cccc(-c2nnc3n2CCCCC3)c1 | 3.7% | -19.6% | 3.5% | 2.4% | 2.6% | -0.4%[10 µM] | 7.0% | 0.0%
CN1CCN(C(=S)NCCc2ccccc2)CC1 | -1.1% | 2.5% | -7.5% | -0.2% | ? | -1.6%[10 µM] | ? | 21.2%
COc1cccc(CNC(=S)NC2CC2)c1 | -11.3% | -12.5% | -9.5% | -5.2% | 2.6% | -32.6% | 3.9% | .
COc1cccc(NC(=O)Cn2c(=O)n(CC(=O)NCCc3ccccc3)c(=O)c3sccc32)c1 | ? | . | ? | -29.4% | . | . | . | 9.5%
CCOC(=O)c1cnc2cc(-c3ccc(Cl)cc3)nn2c1-c1ccccc1 | -3.9% | . | -8.1% | -17.7% | . | . | . | -13.7%
COc1ccc(CCNC(=O)C(=O)NCC2OCCN2S(=O)(=O)c2ccc(Br)cc2)cc1 (stereo unspecified) | 9.2% | 22.1% | 1.5% | -0.2% | 3.5% | 36.2%[10 µM] | -0.4% | .
CCOc1ccc(N2Cc3ccccc3C2)cc1 | 8.1% | 2.2% | ? | -17.0% | ? | -50.4%[inhibitor] | -28.2% | ?
CCOC(=O)c1cnc2c(cnn2C)c1NCCCN(C)C | -8.1% | -0.8% | -6.8% | -5.1% | -1.2% | 3.4% | -0.7% | -14.0%
O=C(CSc1ccc(-c2ccc(Cl)cc2)nn1)Nc1ccc2c(c1)OCCO2 | -7.7% | -19.1% | ? | -26.1% | -2.0% | 17.3%[10 µM] | 4.2% | -8.7%
O=C(c1ccc(Br)cc1)N1CCN(S(=O)(=O)c2ccccc2)CC1 | 7.6% | -8.4% | -0.3% | 9.1% | -7.5% | -36.4%[10 µM] | -2.1% | -4.9%
Oc1ccc2c(c1)oc1cc(O)ccc12 | 12.2% | ? | ? | ? | ? | -21.5%[10 µM] | ? | ?
CC(C)Cn1c(N)c(C(=O)CSc2ccc3c(c2)OCCO3)c(=O)n(C)c1=O | -4.6% | 2µM* | 1.3% | -5.1% | 0.3% | -26.1% | 0.9% | -58.0%[inhibitor]
Cc1cccc(C)c1NC(=O)CSCC(=O)O | -5.3% | 7.2% | 1.4% | 5.1% | -15.3% | 4.5% | 3.5% | 4.4%
C=CCNC(=O)c1ccc(N(CC=C)S(C)(=O)=O)cc1 | -3.0% | -21.2% | -6.6% | -3.9% | 0.3% | 3.5%[10 µM] | 16.2% | ?
CCCc1cc(C(=O)N(C2CCCCC2)C2CCCCC2)no1 | 2.9% | -21.2% | -16.1% | -2.2% | 7.4% | -8.6% | -8.1% | -10.7%
Cn1c(SCC(=O)N/N=C/C=C\c2ccccc2[N+](=O)[O-])nc2ccccc21 | -8.9% | 5.0% | -3.9% | -11.4% | 15.5% | 0.8%[10 µM] | -6.4% | -5.0%
COc1ccccc1CNC(=O)C(CCSC)NC(=O)C1CCC(C)CC1 (stereo unspecified) | 6.0% | -3.2% | -7.6% | -14.1% | -0.5% | 4.5% | 9.5% | -8.1%
OCc1n[nH]c(CO)n1 | 0.3% | 9.7% | -1.9% | 0.2% | 10.8% | -0.1% | 2.5% | -9.9%

Three entries from above, tab-delimited:
SMILES	Tau FP inhib	HttQ103 aggreg	Tau fibril ThT	Tau fluor counter	ALDH1A1 block	HTT cytoprotect	KDM4E inh	SMN2 splice enh
C=CCNC(=O)c1ccc(N(CC=C)S(C)(=O)=O)cc1	-3.0%	-21.2%	-6.6%	-3.9%	0.3%	3.5%[10 µM]	16.2%	?
CCCc1cc(C(=O)N(C2CCCCC2)C2CCCCC2)no1	2.9%	-21.2%	-16.1%	-2.2%	7.4%	-8.6%	-8.1%	-10.7%
Cn1c(SCC(=O)N/N=C/C=C\c2ccccc2[N+](=O)[O-])nc2ccccc21	-8.9%	5.0%	-3.9%	-11.4%	15.5%	0.8%[10 µM]	-6.4%	-5.0%

Single records, from the list above. Order of screens: Tau FP inhib | HttQ103 aggreg | Tau fibril ThT | Tau fluor counter | ALDH1A1 block | HTT cytoprotect | KDM4E inh | SMN2 splice enh
`CCOC(=O)c1cnc2cc(-c3ccc(Cl)cc3)nn2c1-c1ccccc1` reads -3.9% | . | -8.1% | -17.7% | . | . | . | -13.7%
`CC(C)Cn1c(N)c(C(=O)CSc2ccc3c(c2)OCCO3)c(=O)n(C)c1=O` reads -4.6% | 2µM* | 1.3% | -5.1% | 0.3% | -26.1% | 0.9% | -58.0%[inhibitor]

(list continues)
SMILES | Tau FP inhib | HttQ103 aggreg | Tau fibril ThT | Tau fluor counter | ALDH1A1 block | HTT cytoprotect | KDM4E inh | SMN2 splice enh
O=C(NCCc1nc2ccccc2[nH]1)Nc1ccccc1 | -3.4% | 2.6% | -1.0% | -0.7% | 11.0% | -9.1% | -0.5% | -12.4%
CCN(CC)CCN(Cc1cc2cc3c(cc2[nH]c1=O)OCO3)C(=S)NCc1ccco1 | -8.0% | -12.3%[9.22 µM] | ? | -21.7% | ? | -15.1%[10 µM] | 2.1% | .
O=C(CSc1nc2ccccc2c(=O)n1CC1CCCO1)NCC1CCCO1 (stereo unspecified) | -7.7% | 0.0% | 2.5% | -3.2% | -5.6% | 8.2% | -0.3% | 3.4%
CCC(C)NC(=O)CSc1ccc(Cl)cc1 (stereo unspecified) | 3.1% | -5.8% | 1.2% | 4.4% | 1.3% | 8.9%[10 µM] | -3.7% | 23.9%
CCCC(C)C(=O)Nc1nnc(C)s1 (stereo unspecified) | 0.0% | -14.9% | -6.1% | -4.0% | 9.3% | -3.4%[10 µM] | 4.1% | -11.8%
COCCN(Cc1ccco1)C(=O)Cn1ncc2c(=O)oc3ccccc3c21 | 1.7% | 44.3%[9.22 µM] | . | 6.4% | . | 22.4%[10 µM] | -16.5% | .
Cc1ccc(C(=O)CSc2nc3cccnc3n2C)cc1 | 1.9% | 8.0% | -9.5% | -2.7% | ? | 10.2%[10 µM] | -2.9% | -14.0%
O=c1c2c3c(sc2n(Cc2ccccc2F)c(=O)n1-c1ccc(Cl)cc1)CCCC3 | 1.6% | . | 5.6% | 0.2% | . | . | . | -14.1%
C#CCOCCOCCOCCNc1nc(N2CCN(C(=O)[C@H](Cc3ccc(O)cc3)n3cc([C@@H](N)C(C)CC)nn3)CC2)nc(N2CCN(C(=O)[C@H](Cc3cc4ccccc4[nH]3)n3cc([C@@H](N)C(C)CC)nn3)CC2)n1 (stereo partly specified) | -5.6% | 14.8%[9.22 µM] | ? | -8.2% | -3.3% | 23.4%[10 µM] | ? | .
Cc1ccc(NC(=O)C2CCN(S(=O)(=O)c3c(C)n[nH]c3C)CC2)nc1 | -9.6% | ? | -3.4% | -2.1% | -3.6% | -7.2% | -2.9% | -8.0%
COc1cc(C(=O)NC(=S)NNC(=O)c2ccc3c(c2)OCO3)cc(OC)c1OC | -2.2% | -2.3%[9.22 µM] | . | -9.5% | . | 11.6%[10 µM] | ? | .
CCn1ncc(CN2CCN(Cc3cccc(OC)c3)C(CCO)C2)c1C (stereo unspecified) | -9.6% | -5.5%[9.22 µM] | -4.8% | -4.1% | 10.6% | 0.3%[10 µM] | -5.1% | .
Cc1cc(F)ccc1Nc1nc2ccccc2n2nnnc12 | -3.7% | . | -0.2% | -4.8% | . | . | . | -8.0%
CCCCC1(C)OC(=O)C(=Cc2c[nH]c3ccccc23)C(=O)O1 (stereo unspecified) | ? | -6.5% | -19.0% | ? | -12.3% | -22.0% | 4.5% | .
N#C/C(=C\c1cccc([N+](=O)[O-])c1)c1nnc2n1CCCCC2 | -6.5% | -25.1% | -6.8% | -1.1% | 20µM* | ? | ? | -19.6%
NC(=O)c1sc2nc(-c3ccco3)ccc2c1N | 0.3% | 3.0% | 6.31µM* | ? | ? | -29.3% | ? | ?
COc1ccccc1N(C)S(=O)(=O)c1ccc(C(=O)OC(C)C(=O)NCc2ccc3c(c2)OCO3)cc1 (stereo unspecified) | 6.7% | 11.4% | -6.9% | -15.4% | -7.2% | 0.6% | -26.3% | -0.9%
CCOC(=O)C1CCCN(C(=O)Cc2ccc(Cl)cc2)C1 (stereo unspecified) | 2.1% | -0.3% | -12.0% | -4.1% | ? | -5.4% | -9.8% | -4.3%
CCOCCSc1nnc2nc(C)cc(C)n12 | 2.6% | -8.8% | 1.1% | 6.7% | 5.5% | -2.3% | -11.5% | 12.8%
O=C(Cn1ncc2c3ccccc3n(Cc3ccccc3)c2c1=O)NCc1cccs1 | -6.3% | . | 9.5% | 2.7% | . | . | . | 2.1%
Nc1ncc(-c2ccccc2)c(-c2ccc(OCc3ccccc3)cc2O)n1 | ? | -7.5%[9.22 µM] | -10.6% | ? | -13.4% | 24.8%[10 µM] | -6.9% | .

A portion of the library; count on the stated rates, not on these rows.
